Screens as filed in PubChem.
DAX1 inh: NR0B1 (DAX1) inhibition | P51843 | HEK293 Gal4-DAX1 luciferase reporter, luminescence | inhibition, % at 6.75 µM | 340,000 compounds, 0.99% hits | AID 504766;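 active = inhibition above the mean over all tested compounds plus 3 SD, cut at about 4.2% in these data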;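 also: 0% = DAX1-transfected cells with DMSO and 100% = empty-vector control cells with DMSO; inhibition shows as a rise in luminescence from relieved DAX1 repression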
Target sequence (P51843 207-470 limits assumed): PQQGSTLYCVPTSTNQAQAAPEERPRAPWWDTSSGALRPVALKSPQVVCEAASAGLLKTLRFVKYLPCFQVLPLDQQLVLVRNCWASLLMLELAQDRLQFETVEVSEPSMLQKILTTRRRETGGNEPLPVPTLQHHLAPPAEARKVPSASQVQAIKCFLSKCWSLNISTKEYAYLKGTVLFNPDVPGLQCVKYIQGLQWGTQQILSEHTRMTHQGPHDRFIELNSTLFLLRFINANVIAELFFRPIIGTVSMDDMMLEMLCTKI
GAA850 FXN act: increases GAA850 frataxin promoter reporter activity | HEK293 lucGAA850 FXN promoter luciferase reporter, 24 h; percent of 10 µM SAHA response | activation, % at 6 µM | 360,000 compounds, 0.56% hits | AID 540364;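 active = activation above the average of all compounds screened plus 3 SD, cutoff fixed separately per campaign, cut at about 7.5% in these data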;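 also: 0% = DMSO wells and 100% = 10 µM SAHA wells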
Active calls of the source: *. Not all compounds are listed; count on the stated rates, not on these rows.

canonical_smiles | DAX1 inh | GAA850 FXN act
Cc1cc(/C=C\c2ccc3cc(N(C)C)ccc3[n+]2C)c(C)n1-c1ccccc1 | -4.6 | -12.1
CC(/C=N/Nc1nnc2c(n1)[nH]c1ccccc12)=C\c1ccco1 | -0.1 | 0.7
O=C(CSc1ncn[nH]1)Nc1nnc(-c2ccccc2)s1 | 0.3 | -1.4
Cc1cc(OCC(=O)NCc2ccccn2)cc(C)c1Br | 1.6 | 0.8
CC(C)(C)OC(=O)[C@H](CCCCN)NC(=O)c1[nH]cnc1C(=O)N[C@@H](Cc1ccccc1)C(=O)OCc1ccccc1 | 0.8 | -0.2
Nc1ccc2c(c1)Cc1c(F)cccc1-2 | 0.1 | 1.9
COC(=O)C1=C(C)NC2=C(C(=O)c3ccccc32)C1c1ccc(-c2ccc(C(=O)O)cc2)o1 (stereo not drawn) | -0.1 | 0.3
COC(=O)C1=C(C)N(Cc2ccccc2)C(=NCC(C)C)N[C@H]1c1cccc(C(F)(F)F)c1 | 0.3 | -9.0
Cn1nc(C(=O)Nc2ccc3c(c2)OCCO3)cc1C(=O)O | 0.3 | -6.2
CC(C)CC(=O)Nc1nnc(S(=O)(=O)N(C)Cc2ccco2)s1 | 0.7 | 1.7
CCOC(=O)C1CCN(S(=O)(=O)c2ccc3c(c2)CCN3C(=O)C2CCC2)CC1 | -0.1 | 1.2
CCOc1ccc(C2C(C#N)=C(N)N3C(=C2C#N)Sc2ccccc23)cc1 (stereo not drawn) | 0.8 | 0.2
CN(CCC(=O)Nc1ccc(Br)cc1)Cc1ccccc1 | 0.0 | 0.7
Cc1cc(N2CCN(C(=O)Nc3ccc(F)cc3F)CC2)c2ccccc2n1 | 1.6 | -1.9
CCOc1ccc(-c2cc(C(=O)N3CCCC3)c3ccccc3n2)cc1 | 0.7 | 2.2
C#CCOCCOCCOCCNc1nc(N2CCN(C(=O)CCCCCCCCCCNC(=O)[C@@H](CCSC)n3cc(CCO)nn3)CC2)nc(N2CCN(C(=O)CCCCCCCCCCNC(=O)[C@H](CCC(=O)O)n3cc(CCCCCN)nn3)CC2)n1 | 0.1 | 2.4
Cc1cc(C)c2[nH]c(=O)c(CN(Cc3nnnn3C3CCCC3)C3CCCCC3)cc2c1 | -0.3 | 0.2
CCc1nn(CC(=O)NCCc2ccc(S(N)(=O)=O)cc2)c(=O)c2cc3sccc3n12 | -0.2 | -0.2
Cc1ccc(S(=O)(=O)Cn2nnnc2C(C(C)C)N2CCc3ccccc3C2)cc1 (stereo not drawn) | 0.1 | 10.1*
CC1Cc2ccccc2N1Cc1cccc([N+](=O)[O-])c1 (stereo not drawn) | 0.5 | -0.1
CC(=O)Nc1sc2c(c1-c1nc3ccccc3s1)CCN(C(C)C)C2 | 0.9 | 33.8*
COc1ccc(C(=O)/C=C/c2cn(CN3CCN(C)CC3)c3ccccc23)cc1 | 1.3 | 2.4
CCc1ccc(C2C(C#N)=C(N)SC(N)=C2C#N)s1 | -0.4 | 2.9
CC(C)CC1Nc2ncnc(N3CCCCC3)c2N(Cc2ccccc2)C1=O (stereo not drawn) | 0.8 | 1.1
Fc1ccc(C(CCNCc2ccccn2)c2ccc(Cl)cc2)cc1 (stereo not drawn) | 0.7 | -1.4
Cc1ccc(S(=O)(=O)Nc2cccc3ncccc23)s1 | -3.4 | -16.6
COC(=O)CCC(=O)OC1(C)C(=O)C2=CN(CCc3c[nH]c4ccccc34)C(c3ccc(OC)cc3)=CC2=C(Br)C1=O (stereo not drawn) | 0.5 | -1.6
CCOC(=O)c1cnc(-n2nc(C)cc2C)nc1NNc1nc(-c2ccccc2)cc(-c2ccccc2)n1 | 0.3 | -0.6
Cc1cccc(COc2ccc(/C(O)=C3\C(=O)C(=O)N(CCN(C)C)C3c3ccncc3)cc2)c1 (stereo not drawn) | -1.0 | 2.1
CS(=O)(=O)c1ccc(C(=O)OCC(=O)Nc2cccnc2Cl)cc1[N+](=O)[O-] | 0.6 | 8.0*
Cc1ccc(NCC(=O)c2ccc([N+](=O)[O-])cc2)cc1 | 0.7 | 4.7
CN1CCN(c2oc(-c3ccccc3)nc2S(=O)(=O)c2ccc(Br)cc2)CC1 | -0.3 | 2.4
CCN1CCN(CCCNC(=O)c2cc3cc4ccc(OC)cc4nc3o2)CC1 | 0.3 | 1.9
CCOc1ccc(OC(=O)c2ccc3c(=O)n4c(nc3c2)CCC4)cc1 | -1.0 | 2.1
COc1ccc(CCN2C(=O)CC(NCc3ccc4c(c3)OCO4)C2=O)cc1OC (stereo not drawn) | -1.1 | 0.5
N=C1C(=O)OCC1c1ccccc1NC(=O)CN1CCCCC1 (stereo not drawn) | -0.1 | 0.4
CCn1c(=O)c(C(=O)Nc2ccc(C)cc2C)c(O)c2ccccc21 | 1.6 | 0.7
O=C(CC1SC(=Nc2ccccc2)N(CCCO)C1=O)Nc1ccc(Cl)cc1 (stereo not drawn) | -0.7 | -1.2
CCc1nnc(NS(=O)(=O)c2ccc(NCc3cc(Br)ccc3O)cc2)s1 | -0.4 | 4.4
S=C(NCCc1ccccc1)NCc1cccc(Cl)c1 | 0.8 | 0.4
CCOC(=O)C1C(=O)NC(SCC(=O)Nc2nccs2)=C(C#N)C1c1ccccc1OCC (stereo not drawn) | 0.8 | -1.3
Cc1cc2nc3ccc(=[N+](C)C)cc-3sc2cc1N | -3.2 | -1.9
NC(CSC(c1ccccc1)(c1ccccc1)c1cccc2ccccc12)C(=O)O (stereo not drawn) | 4.5* | 0.9
CCOC(=O)N1CCN(c2cc(NCCC(=O)O)c3c4c(onc24)-c2ccccc2C3=O)CC1 | 0.0 | -2.5
Cc1cccc(NC(=O)c2cccc(NS(=O)(=O)c3ccc(Cl)cc3)c2)c1 | -0.1 | 0.2
COc1ccc(-c2nc3scc(-c4ccc(OC)c(OC)c4)c3c(=O)o2)cc1 | 0.6 | -2.2
Cc1ccc(OCCCCN2CCC(C)CC2)cc1 | -0.5 | -0.1
CCCN1C(=O)/C(=C/c2ccco2)SC1=Nc1ccc(OC)cc1 | -0.1 | -0.9
COc1ccccc1/C=c1\sc2nc(-c3ccco3)nn2c1=O | 0.6 | 2.9
Cn1c(N)c(C(=O)COC(=O)c2ccccc2C(=O)c2ccc(Cl)c([N+](=O)[O-])c2)c(=O)n(C)c1=O | 1.0 | 0.1
N#CC1=C(N)C(C#N)(C#N)C(c2cccnc2)C2CC(c3ccccc3)CC=C12 (stereo not drawn) | -0.9 | -8.1
O=C(Oc1ccc(Cl)cc1)c1ccc(COC(=O)c2cnccn2)cc1 | 0.8 | -1.4
CC1CCN(S(=O)(=O)c2nnc(NC(=O)c3cccc([N+](=O)[O-])c3)s2)CC1 | 1.9 | -0.7
CC(=O)NCc1ccc(C(=O)CSc2nnc(-c3ccncc3)n2Cc2ccccc2)o1 | -1.1 | 2.0
COc1cccc(/C=C/C(=O)OCC(=O)Nc2nnc(-c3ccccc3)o2)c1 | -0.1 | 0.0
O=C(Cn1c(=O)c2cccn2c2cccnc21)N1CCN(c2ccc(Cl)cc2)CC1 | -0.5 | 0.9
C=C1C(=O)C=C2CN(C(=O)c3ccccc3)[C@@](Cc3ccc(F)cc3)(C(=O)OC)[C@@H]12 | -5.9 | -12.9
O=S(=O)(c1cccc(C(F)(F)F)c1)N1CCN(S(=O)(=O)c2ccc3c(c2)OCCO3)CC1 | 1.4 | -1.6
O=C(Cn1ccn(-c2ccc(F)c(Cl)c2)c(=O)c1=O)NCCc1ccccc1 | -0.1 | 2.7
CCC1(C)Cc2c(sc3nn[nH]c(=O)c23)CO1 (stereo not drawn) | 0.5 | 1.9

Reformatted with values under each structure: part of the list above
Every second line gives: DAX1 inh, GAA850 FXN act
Cn1c(N)c(C(=O)COC(=O)c2ccccc2C(=O)c2ccc(Cl)c([N+](=O)[O-])c2)c(=O)n(C)c1=O
    1.0, 0.1
N#CC1=C(N)C(C#N)(C#N)C(c2cccnc2)C2CC(c3ccccc3)CC=C12 (stereo not drawn)
    -0.9, -8.1
O=C(Oc1ccc(Cl)cc1)c1ccc(COC(=O)c2cnccn2)cc1
    0.8, -1.4
CC1CCN(S(=O)(=O)c2nnc(NC(=O)c3cccc([N+](=O)[O-])c3)s2)CC1
    1.9, -0.7
CC(=O)NCc1ccc(C(=O)CSc2nnc(-c3ccncc3)n2Cc2ccccc2)o1
    -1.1, 2.0
COc1cccc(/C=C/C(=O)OCC(=O)Nc2nnc(-c3ccccc3)o2)c1
    -0.1, 0.0

Next section:
canonical_smiles | DAX1 inh | GAA850 FXN act
COc1cccc(NC(=O)CCc2nnc3ccc(N4CCN(c5cccc(OC)c5)CC4)nn23)c1 | 1.0 | 1.2
CCOC(=O)c1c(C)oc2c1c1c(c3ccccc32)OCN(Cc2cccnc2)C1 | 0.3 | -0.1
CCOCCCNC(=O)/C(C#N)=C/c1cc(Br)c(O)c(Br)c1 | -2.1 | -0.1
CC(C)C[C@@H]1NC(=O)[C@H](CO)NC(=O)c2cc([N+](=O)[O-])cc(I)c2OCC[C@@H](C(N)=O)NC1=O | 0.7 | -2.4
COc1cccc2sc(Nc3nc(-c4ccccn4)cs3)nc12 | -3.1 | -16.2
O=C(/C=C/c1ccccc1)NC(NC(=S)Nc1ccc(Cl)cc1Cl)C(Cl)(Cl)Cl (stereo not drawn) | 0.5 | -3.1
CC(C)(C)NC(=O)C[C@H]1C[C@H](C(=O)N2CCOCC2)[C@@]2(CCC3CCCC3)c3[nH]c4cc(-c5ccco5)ccc4c3CCN2C1=O | -1.1 | 0.1
C#CCOCCOCCOCCNc1nc(N2CCN(C(=O)[C@H](Cc3ccc(O)cc3)n3cc([C@@H](N)C(C)CC)nn3)CC2)nc(N2CCN(C(=O)[C@H](Cc3cc4ccccc4[nH]3)n3cc([C@@H](N)C(C)CC)nn3)CC2)n1 (stereo partly drawn) | -0.1 | 2.7
CCCC(=O)NC(c1ccc(C)cc1)c1ccc2cccnc2c1O (stereo not drawn) | -4.3 | -9.7
Cc1ccc(-c2csc(N3CCN(c4cc5c(cc4Cl)nc(-c4ccncc4)n5CCOCCO)CC3)n2)cc1 | -0.8 | -0.4
COC(=O)Cn1c(C)nc2c(sc3nc(C)cc(C)c32)c1=O | -0.3 | 5.8
COc1ccccc1N1CCN(C2CCCCC2NS(=O)(=O)c2ccc(Cl)cc2)CC1 (stereo not drawn) | 0.0 | 1.1
Cc1ccn2c(=O)c(C(=O)NCCCN3CCCCC3C)c(O)nc2c1 (stereo not drawn) | 0.4 | 0.6
N#Cc1ccc(CSc2nnc(NC(=O)C3CC(=O)N(c4ccc5c(c4)OCCO5)C3)s2)cc1 (stereo not drawn) | 2.5 | 0.3
COc1cccc2cc(C(=O)Nc3cc(Cl)ccc3N3CCOCC3)c(=O)oc12 | 0.6 | 1.5
CC(=O)N(C)c1ccc(N=C2C(=O)Nc3ccccc32)cc1 | -0.3 | 2.1
Cc1ccc(-c2csc(NC(=O)c3c(C)noc3C)n2)s1 | -0.8 | 0.3
COc1cccc(-n2nnnc2S(C)(=O)=O)c1 | -2.6 | -16.4
CCOc1ccc(-c2cccc(NC(=O)COc3ccc(Cl)cc3)c2)nn1 | -1.1 | 1.2
CCOC(=O)C1CCCN(C(=O)CSc2ccc(Br)cc2)C1 (stereo not drawn) | -0.1 | -0.1
COCCNC(=O)CCn1nc(-c2ccc(Cl)cc2)c2ccccc2c1=O | -0.9 | 1.4
CCOC(=O)N1CCN(C(=O)c2cnn3c(C)c(Cc4ccc(C)cc4)c(C)nc23)CC1 | -0.5 | 1.8
CC1CCCCN1CCCNC(=O)CCCN1C(=O)c2cccnc2Sc2ccccc21 (stereo not drawn) | 0.4 | 2.5
OCCCc1nc2n(n1)C(c1ccccc1Cl)C=C(c1cccs1)N2 (stereo not drawn) | -0.2 | 3.1
O=C(NCc1cccnc1)C(=O)Nc1cc2c3c(c1)CC(=O)N3CCC2 | 1.2 | 1.8
C#CCOCCOCCOCCNc1nc(N2CCN(C(=O)CCCCCCCCCCNC(=O)[C@H](CCCCN)n3cc(CCO)nn3)CC2)nc(N2CCN(C(=O)CCCCCCCCCCNC(=O)[C@H](CCCN=C(N)N)n3cc(C[C@@H](C)CC)nn3)CC2)n1 | 1.6 | -0.2
c1ccc(C(c2nnnn2C2CCCCC2)N2CCc3ccccc3C2)nc1 (stereo not drawn) | -0.5 | 1.6
COc1ccc(OC)c(-n2c(SCC(=O)N3CCc4ccccc43)nc3c(c2=O)SCC3)c1 | -0.7 | -2.0
O=C(Nc1ccc(-n2nncc2-c2ccco2)cc1)c1cc2ccccc2oc1=O | -0.6 | -0.7
COc1cc(-c2nnc(SCc3c(F)cccc3Cl)o2)cc(OC)c1OC | 0.1 | -1.2

Some values from the list:
`CN(CCC(=O)Nc1ccc(Br)cc1)Cc1ccccc1` in GAA850 FXN act = 0.7
`CS(=O)(=O)c1ccc(C(=O)OCC(=O)Nc2cccnc2Cl)cc1[N+](=O)[O-]` in GAA850 FXN act = 8.0*

Later entries
canonical_smiles | DAX1 inh | GAA850 FXN act
Oc1ccc(N=C/C=C/c2cccc(Br)c2)cc1-c1nc2ccccc2s1 | 0.4 | 13.7*
COc1ccc(NC(=S)c2ccc3ccccc3n2)cc1 | 2.8 | 2.2
C=CCNC(=O)c1c(-c2c(F)cccc2Cl)noc1C | 0.5 | -1.9
C[C@]12C(=O)N(c3ccc(Cl)cc3)C(=O)N1[C@H]1c3ccccc3OC[C@@H]1[C@H]2c1ccccc1 | 0.7 | -1.5
COc1ccccc1NC(=O)/C(C#N)=C/c1ccc(OCCN2CCOCC2)c(OC)c1 | 1.5 | 3.6
c1ccc(C2CCC(N3CCN(c4ccccc4)CC3)CC2)cc1 (stereo not drawn) | 1.6 | 3.0
CCC[C@@H](CN1CCC[C@H]1CN1C(N)=NC[C@@H]1Cc1ccccc1)N1C[C@@H](Cc2ccccc2)N(CCCC2CCCC2)C1=N | 0.6 | 2.8
CC(=O)Nc1ccc(/C=C2/Sc3ccccc3C2=O)cc1 | -0.4 | -0.1
